NALP3 yeast inh – NALP3 inflammasome inhibitors in reconstituted yeast, primary screen, luminescence, uHTS; Yeast reconstituted NLRP3/ASC/caspase-1, beta-gal luminescence, 24 h; inhibition, % at 10 µM; 330,000 tested, 0.39% active;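 active means inhibition of 50% or more; inactive means inhibition below 50%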;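 further: plate controls were induced DMSO wells for no effect and uninduced yeast grown without galactose for full effect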
TIM10 inh – growth inhibitors of isogenic TIM10 control yeast, primary screen, counter-screen for tim10-1 yeast inhibitor project, luminescence, uHTS. S. cerevisiae TIM10 strain growth, BacTiter-Glo luminescence, 24 h. inhibition, % at 10 µM. 330,000 tested, 1.4% active;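 active means inhibition of 40% or more at the single tested concentration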;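 further: wild-type TIM10 isogenic control strain grown at permissive 25 °C; 0% = DMSO yeast wells and 100% = minimal medium wells without yeast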
APJ antagonist – antagonists of human apelin receptor APJ, primary screen, CHO-K1 cells, beta-arrestin complementation, luminescence. P35414. inhibition, % at 20 µM. 330,000 tested, 0.32% active. AID 2521, 2010;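 active means inhibition above about 40% at 20 µM, limit read from the data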;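 further: cells challenged with 10 nM apelin-13 agonist together with compound; plate controls were apelin-13 plus DMSO wells for no effect and DMSO wells lacking apelin-13 for full effect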
Target sequence (P35414 whole entry, looked up): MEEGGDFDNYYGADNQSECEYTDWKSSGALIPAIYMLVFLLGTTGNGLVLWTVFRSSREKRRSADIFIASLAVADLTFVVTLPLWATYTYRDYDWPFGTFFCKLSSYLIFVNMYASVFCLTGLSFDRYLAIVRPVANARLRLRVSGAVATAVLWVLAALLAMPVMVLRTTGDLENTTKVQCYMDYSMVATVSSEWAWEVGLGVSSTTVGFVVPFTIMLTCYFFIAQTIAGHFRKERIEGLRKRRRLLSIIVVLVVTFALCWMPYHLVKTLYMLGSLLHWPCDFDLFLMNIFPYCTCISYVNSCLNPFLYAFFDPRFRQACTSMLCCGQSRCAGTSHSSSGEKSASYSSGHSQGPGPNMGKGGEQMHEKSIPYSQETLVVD
tim10-1 inh – growth inhibitors of tim10-1 mutant yeast, primary screen, luminescence, uHTS; S. cerevisiae tim10-1 ts strain growth, BacTiter-Glo, 24 h; inhibition, % at 20 µM; 330,000 tested, 2.2% active;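 active means inhibition of at least 40%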;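 further: mutant grown at 25 °C; 0% = DMSO wells with yeast and 100% = wells holding no yeast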
beta cell repl – inducers of MIN6 beta-cell proliferation, primary screen, ATP luminescence, uHTS; MIN6 cells proliferation, ATPlite luminescence, 48 h; cells starved in 0.2% serum; 100% = growth in 10% serum; proliferation, % at 10 µM; 330,000 tested, 0.29% active; AID 2380, 2010;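 active means compounds whose signal lies at least 3.5 SD above the mean of all wells on their plate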;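 further: 0% = DMSO-treated cells in low-serum medium and 100% = 10% serum control; some compounds called inactive have numbers as strong as hits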
NR3A LBD binder – binders of NR3A ligand-binding domain, primary screen, biophysical, differential scanning fluorimetry, uHTS | Glutamate receptor ionotropic, NMDA 3A (GRIN3A) ligand-binding domain | NR3A LBD differential scanning fluorimetry, Tm shift; 0% = protein alone, 100% = glycine-bound protein | Tm shift relative to glycine control, % at 25 µM | 340,000 tested, 2.5% active | AID 1259313, 2017;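 active means melting temperature shift of at least 10% of the positive control shift, at one fixed dose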
tim23-1 inh – growth inhibitors of tim23-1 mutant yeast, primary screen, luminescence, uHTS. AID 463212, 2010. 330,000 tested, 1.3% active. inhibition, % at 20 µM. S. cerevisiae tim23-1 growth, BacTiter-Glo luminescence, 24 h;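 active means growth inhibition of the mutant yeast at or above 50%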;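 further: temperature-sensitive mutant grown at 25 °C; plate controls were DMSO-treated mutant yeast for no effect and medium wells lacking yeast for full effect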
MPTP inh – mitochondrial permeability transition pore inhibitors, primary screen, biochemical, isolated mouse mitochondria, absorbance | Ca2+ swelling absorbance, 30 min | inhibition, % at 10 µM | 360,000 tested, 1.4% active | AID 602449, 2012;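 active means inhibition of 50% or more, scaled per plate between neutral and stimulator controls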;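 further: 0% = DMSO wells given calcium and 100% = 1 mM EGTA wells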
APJ ag – agonists of human apelin receptor APJ, primary screen, CHO-K1 cells, PathHunter beta-arrestin, luminescence | P35414 | 0% DMSO wells, 100% apelin | activation, % at 20 µM | 330,000 tested, 0.11% active;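 active means activation more than six SD over the plate average, tested at 20 µM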;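 further: 0% = DMSO alone and 100% = apelin-13 at 10 nM; some results filed as inactive read as strong as hits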
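Test system – PathHunter CHO-K1 APJ (AGTRL-1) beta-arrestin reporter cells · Input – 1000 cells/well · Compound – single test compound dose, 20 µM final, 1% DMSO · Times – compound stimulation 90 min at 25 °C, detection 60 min · Technique – beta-gal luminescence · Read-out basis – APJ–arrestin association signal · Control set – negative DMSO alone, positive Apelin-13 at 10 nM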
* hit, by the source's call; nt = not tested or not shown.

SMILES	NALP3 yeast inh	TIM10 inh	APJ antagonist	tim10-1 inh	beta cell repl	NR3A LBD binder	tim23-1 inh	MPTP inh	APJ ag
O=C(NC1CCCCC1)c1cccnc1Sc1ccccc1Cl	21	13	26	10	0	-2	14	-1.9	2
Cc1c(C(=O)O)sc2nc(CSc3ncc(C(F)(F)F)cc3Cl)[nH]c(=O)c12	-10	4	2	16	1	-2	4	0.6	0
NC(=O)c1ccc(SCC(=O)OCC(=O)N2CCN(C(=O)c3ccco3)CC2)c([N+](=O)[O-])c1	17	5	11	7	2	0	10	-1.3	-8
CCOc1ccc(NC(=O)c2cccc(OC(=S)N3CCOCC3)c2)cc1	16	6	-4	8	-1	1	29	-0.4	-3
CCOc1ccc(/C=N/n2cc(-c3ccccc3)[nH]c2=S)cc1	14	21	-4	42*	-4	-4	-3	1.0	-4
Cc1ccc(S(=O)(=O)CC(=O)NC(C)c2ccccc2)cc1 (stereo not drawn)	5	-2	-6	-1	1	2	-1	1.1	-3
C[C@H](NC(=O)c1ccco1)C(=O)NNC(=O)COc1cccc(C(F)(F)F)c1	3	-4	-1	-10	1	0	10	0.4	-3
Cc1ccc(NC(=O)CCNS(=O)(=O)c2ccc3c(c2)oc(=O)n3C)cc1C	8	-3	1	1	0	4	12	-0.9	2
COc1ccc(C(=O)COc2ccccc2C(N)=O)cc1	6	-4	17	13	0	0	-4	-1.1	-3
COc1ccc(NC(=O)CSC2=C(C#N)C(c3ccco3)C3=C(CCCC3=O)N2)c(OC)c1 (stereo not drawn)	14	4	12	5	-1	2	11	-0.6	3
Cc1csc(N(C(=O)c2cccc(S(=O)(=O)N3CCCC3)c2)c2ccccc2)n1	2	25	-4	13	-1	1	9	1.3	0
COC(=O)c1ccc(CNC(=O)CNC(=O)c2sc3ccccc3c2Cl)cc1	5	0	-2	-4	4	2	12	-0.2	-3
CCCCC1S/C(=N/N=C/c2cccs2)NC1=O (stereo not drawn)	5	5	-8	21	0	-3	11	1.2	0
CCOc1cccc(-c2c(C(=O)N/N=C/c3ccco3)nnn2-c2nonc2N)c1	1	-8	10	0	5	-1	-5	0.6	4
CC(C)Sc1nsc2nc(=O)c(/C=C3\C=Nc4ccccc43)c(N)n12	20	0	11	-22	-5	25*	21	35	0
COc1ccc(OC)c(NC(=O)c2cc3sccc3n2C)c1	29	13	18	33	-4	1	36	-0.8	-2
Fc1cccc(Cl)c1CSc1nnc(CNc2ccccc2)o1	25	14	-35	6	-2	-5	1	-0.4	-3
O=C(NCc1ccc(Cl)cc1)C(=O)Nc1nccs1	7	-2	12	0	1	-3	-1	0.8	2
NS(=O)(=O)c1ccc(CNS(=O)(=O)Cc2ccc(Cl)cc2)cc1	11	4	1	3	0	2	1	-1.1	-3
CCc1ccc2nc(SCC(=O)N3CC(=O)Nc4ccccc43)c(C#N)cc2c1	-3	23	-4	34	-6	0	7	-2.2	0
CCCCNC(=O)/C(=C/c1ccccc1)NC(C)=O	12	2	1	-4	0	2	14	-2.0	2
O=C(C1=C[C@@H]2[C@H]3C(=O)N(c4ccccc4Cl)C(=O)[C@H]3[C@@H](C(=O)c3ccc(Cl)cc3)N2C=C1)c1ccccc1	18	12	4	24	-3	nt	27	nt	0
COc1cccc(/C=N/NC(=O)c2cccc([N+](=O)[O-])c2)c1OS(=O)(=O)c1ccc(C)cc1	1	10	-3	22	-3	-4	27	1.4	1
O=c1[nH]c2cc3c(cc2cc1CN(Cc1cccnc1)C(=S)NCc1ccco1)OCCO3	14	9	-11	9	-1	7	19	-3.8	-1
CCOC(=O)c1cnc2cc(-c3ccc(Br)cc3)nn2c1C	11	1	5	-7	-3	-1	-1	-0.4	-2
CCOC(=O)CC(=O)COc1nc2cc3c(nc2o1)CCCC3	11	2	7	9	-3	0	20	-0.3	-2
COC(=O)c1cn(NC(=O)c2cnccn2)c(=O)c2ccccc12	19	-6	-5	28	-5	0	-50	-0.2	-1
CCOC(=O)Cc1nn(C(C)C)c(=O)c2ccccc12	15	3	-6	14	-3	-1	18	2.7	-1
N/C(Cc1cccs1)=N\OC(=O)COc1ccc(Br)cc1Cl	28	38	-2	58*	0	-10	68*	-2.2	1
CC(C)C1CC(CCN)(Cc2ccccc2)CCO1 (stereo not drawn)	15	1	1	-11	-2	2	14	0.5	-2
O=c1oc2ccccc2n1Cc1ccccc1Cl	-41	-12	-4	11	-1	-1	-2	0.0	-2
Cc1ccc(Nc2nc(NCCO)nc3c2cnn3C)cc1Cl	8	-4	-17	18	5	0	8	0.4	0
CCc1ccc(NC(=O)C2CCN(C(=O)[C@@H]3Cc4ccccc4CN3)CC2)cc1	7	11	-3	-5	-5	-3	6	1.1	9
COc1cc(C(=O)OC(C)C(=O)N2CCCC2)cc2c1OCCO2 (stereo not drawn)	16	3	17	-10	6	-2	5	0.1	-2
CC(=O)N(C)c1ccc(N=Nc2c(C)[nH]n(-c3ccccc3)c2=O)cc1	25	-13	9	9	-3	0	26	2.3	-4
COc1ccc(S(=O)(=O)NCC(c2ccco2)N2CCc3ccccc32)cc1 (stereo not drawn)	-1	23	-3	30	-4	-9	30	1.2	-3
COC(=O)c1ccsc1NC(=O)CS(=O)(=O)c1ccccc1	4	5	-25	21	-3	0	18	-0.4	4
Cc1cc(NC(=O)C2CCCC2)n(-c2nc3ccccc3[nH]2)n1	5	40	33	26	-3	-6	18	-2.1	-6
Cc1cc(C)n(C(=O)c2cccc(S(=O)(=O)N3CCCC3)c2)n1	13	5	15	12	-1	0	23	-0.7	-2
O=C(CSc1nnnn1C1CCCCC1)N1CCOCC1	-10	2	8	6	6	-1	-1	-0.9	-3
CC1(C)CN=C(N(C(=O)Nc2ccccc2)c2ccccc2F)S1	14	-7	15	8	0	2	21	1.5	-6
O=C(CCS(=O)CCC(=O)NCc1ccccc1)NCc1ccccc1	-2	1	3	5	4	0	-2	0.2	-1
COc1ccc([C@@H](NC(=O)OC(C)(C)C)C(=O)OC(C)(C)C)cc1	25	6	9	11	-2	0	35	-0.2	-5
Cc1cccc2c(=O)c(C(=O)NCc3ccc(F)cc3)c[nH]c12	3	2	1	-2	-1	0	6	-0.1	6
O=Cc1cccc(OCc2cccc3ccccc23)c1	18	16	-8	7	-6	0	57*	-1.0	-4
CCN(CC)CCNC(C(=O)Nc1ccc([N+](=O)[O-])cc1Br)c1ccccc1 (stereo not drawn)	3	5	-10	17	-1	-2	-2	61*	1
CC(=O)N1CC=C2C(C#N)=C(N)C(C#N)(C#N)[C@H](c3ccoc3)[C@H]2C1	12	-18	15	13	-2	1	-2	-0.6	-4
CC1CCN(C(=S)c2ccc([N+](=O)[O-])cc2)CC1	7	11	16	13	0	-2	18	1.5	-1
COc1ccc(OCC(O)CN2CCN(Cc3ccc4c(c3)OCO4)CC2)cc1 (stereo not drawn)	20	-32	-25	-22	-2	0	11	0.2	-3
Cc1ccsc1C(=O)NNC(=O)c1ccccc1F	26	-11	-4	0	1	-3	-6	0.6	-2
O=C(N/N=C/c1ccccc1F)C(=O)N1CCCCCC1	2	10	15	23	0	-1	24	-0.3	0
CCN(CC(=O)Nc1ccc(NC(C)=O)cc1)C(=O)c1ccc(COc2ccccc2)o1	7	-1	4	-13	1	-2	-9	0.8	-2
CS(=O)(=O)c1ccc(-c2cn3cc(C(=O)O)ccc3n2)cc1	5	0	0	-2	-1	0	21	-0.6	-1
Cc1cccc(N(CC(=O)N2CCCCCC2)S(C)(=O)=O)c1	13	0	-3	6	0	0	5	0.1	-1
COc1ccc(CNS(=O)(=O)c2cn(C)c(=O)n(C)c2=O)cc1	10	-3	9	-3	-2	-5	-15	0.7	-7
O=C1NCCOC(=O)[C@H](Cc2ccc(F)cc2)C/C=C\C[C@@H]1CC(=O)N(CCO)Cc1ccccc1	6	4	-4	-8	-5	0	0	-0.3	-1
Cc1ccc(NC(=O)c2ccc(=O)[nH]n2)cc1S(=O)(=O)Nc1ccc(SC(F)F)cc1	1	10	2	-3	-4	-397	9	-0.6	-1
CC(C)(C)OC(=O)N1CCN(C(=O)c2nc[nH]c2C(=O)N2CCN(C(=O)OC(C)(C)C)CC2)CC1	11	5	16	1	5	0	2	-1.6	-4
CN(C(=O)COc1ccccc1C(=O)NCCc1ccccc1)c1ccccc1	2	-12	-5	27	0	1	13	0.7	0
COc1ccc(/C(N)=N/OC(=O)CCCc2ccccc2)cc1	1	48*	-6	45*	-2	-50	71*	-1.1	-1

Already shown: two of the compounds above.
SMILES	NALP3 yeast inh	TIM10 inh	APJ antagonist	tim10-1 inh	beta cell repl	NR3A LBD binder	tim23-1 inh	MPTP inh	APJ ag
CS(=O)(=O)c1ccc(-c2cn3cc(C(=O)O)ccc3n2)cc1	5	0	0	-2	-1	0	21	-0.6	-1
Cc1cccc(N(CC(=O)N2CCCCCC2)S(C)(=O)=O)c1	13	0	-3	6	0	0	5	0.1	-1

Next section:
SMILES	NALP3 yeast inh	TIM10 inh	APJ antagonist	tim10-1 inh	beta cell repl	NR3A LBD binder	tim23-1 inh	MPTP inh	APJ ag
CCn1cc([N+](=O)[O-])c(C(=O)Nc2ccc(Cn3nc(C)cc3C)cc2)n1	2	-1	5	15	1	0	10	0.6	-4
CN(C)C(=O)COc1ccc2c3c(c(=O)oc2c1)CCCC3	2	-9	-8	-6	-3	0	3	0.6	-2
CCN(CC)CCOC(=O)C1(C2CCCCC2)CCCCC1	24	6	7	5	-6	0	11	5.7	-6
O=C(O)c1ccccc1C(=O)Nc1cc(-c2ccccc2)[nH]n1	5	10	-5	12	-3	0	-4	-0.4	2
COc1ccc(CN2CCNC(=O)C2CC(=O)N(C)CC2CCOCC2)cc1C (stereo not drawn)	19	-3	18	-2	-2	2	3	-0.5	-3
CCN(CCC(=O)Nc1cc(OC)cc(OC)c1)Cc1ccccc1	1	-13	-3	21	-3	0	20	1.7	-1
Cn1c(COc2ccc3ccccc3c2)nnc1SCC(=O)O	15	-1	-8	5	-3	1	11	1.5	7
O=C(CCOc1cccc(Br)c1)Nc1ccc(F)c(S(=O)(=O)N2CCOCC2)c1	13	8	-13	27	-4	-5	16	1.4	-3
N#Cc1nc(Cc2cccc3ccccc23)oc1NCCN1CCOCC1	5	3	-27	6	-2	-2	14	-2.5	-1
C=CCn1c(SCc2cccc(F)c2)nc2cc(C(=O)N3CCC(C(N)=O)CC3)ccc2c1=O	1	24	5	25	0	-9	14	0.3	-1
CC(C)(C)OC(=O)NNC(=S)NC1CCCCC1	-3	3	-6	-4	-2	-1	3	0.6	-2
O=C1/C(=C\c2cccnc2)SC(=S)N1C1CCS(=O)(=O)C1 (stereo not drawn)	41	10	4	35	1	-2	28	0.1	0
CN(C)Cc1cc(C(C)(C)C)cc(C(C)(C)C)c1O	3	-15	13	-7	-2	1	3	3.6	0

Gathered by group, those above with a CF3 group
SMILES	NALP3 yeast inh	TIM10 inh	APJ antagonist	tim10-1 inh	beta cell repl	NR3A LBD binder	tim23-1 inh	MPTP inh	APJ ag
Cc1c(C(=O)O)sc2nc(CSc3ncc(C(F)(F)F)cc3Cl)[nH]c(=O)c12	-10	4	2	16	1	-2	4	0.6	0
C[C@H](NC(=O)c1ccco1)C(=O)NNC(=O)COc1cccc(C(F)(F)F)c1	3	-4	-1	-10	1	0	10	0.4	-3
